# Screens deposited in PubChem by several laboratories.
# Autofluor 339: intrinsic fluorescence of library compounds, ex339/em460 – biochemical, MLSMR library, data from DPM-DC assay, artefact control, profiling panel; compound autofluorescence, ex339/em460 nm, NADH buffer; stronger effect = higher value; 1 = no-compound wells, NADH background; fluorescence fold increase at 10 µM; hit rate 5.5% among 65,000; AID 709;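 active = at 10 µM, mean starting fluorescence two-fold or more over control wells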;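 note: signal is the first read of a kinetic run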
# 5-HT1A blocker: blocks the human serotonin 5-HT1a receptor; P08908; CHO 5-HT1a Ga15 NFAT-bla reporter, antagonist mode; inhibition, % at 10 µM; hit rate 0.68% among 62,000;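 active = inhibition above the mean of all tested compounds plus 3 SD, cut at about 43% in these data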;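 note: receptor stimulated by 5-CT agonist at 100 nM near EC80; beta-lactamase reporter measured by ratiometric fluorescence of a cleavable substrate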
# MMP13 inh: blocks human MMP13 activity | inhibition, % at 4 µM | MMP-13 fTHP FRET cleavage, Mca fluorescence | hit rate 0.07% among 65,000 | P45452;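 active = inhibition above the mean of compound-free control plate wells plus 3 SD, cut at about 14% in these data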;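 note: 0% = DMSO wells and 100% = wells with reference MMP-13 inhibitor after basal subtraction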
# 5HT1a ag: activates the human 5-HT1a serotonin receptor; CHO 5-HT1a Ga15 NFAT-bla reporter, FRET ratio; 0% basal, 100% maximal reference agonist; activation, % at 10 µM; hit rate 0.56% among 65,000;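 active = activation above the screen-wide mean activation plus 3 SD, cut at about 19% in these data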;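 note: 0% = DMSO wells and 100% = 5-CT at EC100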
# A340 absorber: compound absorbs light at 340 nm; AID 708; compound absorbance at 340 nm, fold over control; fold change at 10 µM; 65,000 tested, under 10 active;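 active = at 10 µM dose, initial 340 nm absorbance at least 2 fold that of control wells; inactive = change under 2 fold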;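 note: initial absorbance extrapolated from kinetic A340 decline of NADH oxidation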
# NADH coupling: inhibitors of enzymes used to reach an NAD/NADH endpoint | coupled PK/LDH NADH assays, four targets | hit rate 0.02% among 65,000 | AID 774 | IC50, µM (doses to about 10 µM), for the others: at the top dose inhibition;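 active = single-dose screening hits from any of four coupled enzyme assays that gave an IC50 when retested across doses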;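 note: the DPM-DC format reads NADH fluorescence rather than 340 nm absorbance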
# SF1 activator: SF-1 (human) activation | Q13285 | CHO-K1 Gal4-SF-1 LBD luciferase reporter; % increase over DMSO SF-1-specific signal | activation, % at 10 µM | hit rate 1.9% among 65,000 | AID 522;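 active = activation above the mean activation of all tested compounds plus 3 SD, cut at about 50% in these data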
# Target sequence (Q13285 whole entry, looked up, the tested form may be a part): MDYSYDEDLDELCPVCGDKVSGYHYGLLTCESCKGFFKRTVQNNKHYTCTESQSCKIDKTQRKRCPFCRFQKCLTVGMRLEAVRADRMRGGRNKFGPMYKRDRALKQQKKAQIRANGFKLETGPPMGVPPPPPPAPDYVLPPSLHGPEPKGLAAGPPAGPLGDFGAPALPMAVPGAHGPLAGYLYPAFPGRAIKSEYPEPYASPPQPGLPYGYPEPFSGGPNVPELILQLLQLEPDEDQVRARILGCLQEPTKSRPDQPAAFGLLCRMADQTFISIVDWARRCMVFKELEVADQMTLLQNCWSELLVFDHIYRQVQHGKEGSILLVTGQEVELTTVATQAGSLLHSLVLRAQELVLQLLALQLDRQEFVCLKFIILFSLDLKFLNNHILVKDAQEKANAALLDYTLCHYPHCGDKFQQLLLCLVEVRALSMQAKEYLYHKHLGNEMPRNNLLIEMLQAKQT
#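 System: CHO-K1 cells with Gal4–hSF-1 LBD chimera plus Gal4-driven luciferase; quantity: 4,000 CHO-K1 cells per well; compound: one dose, 10 µM compound, 1% DMSO; times: 20 h compound treatment, 37 °C; measured by: SteadyLite luciferase luminescence; read-out: percent activation versus DMSO; benchmarks: DMSO and mock-transfected background; replicates: one test per compound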
# TNAP act mid DEA: activates human TNAP at intermediate phosphate acceptor concentration. purified TNAP, CDP-star luminescence, 100 mM DEA, 30 min; stronger effect = higher value; scale: 0 levamisole-inhibited, 1 vehicle-only enzyme. activation factor at 20 µM. 64,000 tested, under 10 active;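 active = activation factor of at least 2 at 20 µM, relative to controls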
# Target sequence (P05186 whole entry, looked up): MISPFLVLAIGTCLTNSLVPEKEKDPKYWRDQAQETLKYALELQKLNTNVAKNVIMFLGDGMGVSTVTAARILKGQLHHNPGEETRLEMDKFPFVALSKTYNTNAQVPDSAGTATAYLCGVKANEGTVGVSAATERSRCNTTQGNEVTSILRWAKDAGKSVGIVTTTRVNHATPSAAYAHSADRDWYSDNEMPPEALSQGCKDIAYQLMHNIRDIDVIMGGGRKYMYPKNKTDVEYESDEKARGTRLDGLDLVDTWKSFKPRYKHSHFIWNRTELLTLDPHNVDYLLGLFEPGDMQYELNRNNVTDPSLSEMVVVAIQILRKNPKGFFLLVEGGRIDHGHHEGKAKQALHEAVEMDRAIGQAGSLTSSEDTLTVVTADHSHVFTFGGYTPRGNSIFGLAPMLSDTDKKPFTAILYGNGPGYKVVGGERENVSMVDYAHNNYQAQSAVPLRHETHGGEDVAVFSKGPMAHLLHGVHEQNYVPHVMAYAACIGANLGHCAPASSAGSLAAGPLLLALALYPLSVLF
# RORA act: RORA (human) activation; P35398; CHO-K1 Gal4-RORA LBD luciferase reporter, luminescence; percent increase over mock-subtracted basal signal; activation, % at 10 µM; hit rate 1.5% among 65,000; AID 560;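 active = activation above the mean of all tested compounds plus 3 SD, cut at about 49% in these data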;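 note: 0% = DMSO-treated RORA cells and 100% = added signal equal to DMSO minus mock-transfected cells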
# * = called active by the depositor; . = no result given; [ ] = dose if it differs, or a comment.
SMILES,Autofluor 339,5-HT1A blocker,MMP13 inh,5HT1a ag,A340 absorber,NADH coupling,SF1 activator,TNAP act mid DEA,RORA act
CCN1CCN(c2ncc(C(=O)N3CCCc4ccccc43)c3ccccc23)CC1,1.1,8,-1,0.7,1.1,11%,15,1,3
O=C(NCCCn1ccnc1)c1cccnc1,1.1,.,1,9.7,1,1%,12,0.9,10
CN1CCN(CC(=O)n2c3c(c4ccccc42)CCCC3)CC1,1.1,-7,1,0.3,0.99,6%,-3,0.9,0
Nc1c2c(nc3ccccc13)N(C1CCCCC1)CC2,2.3*,.,-81[fluorescence artefact?],3.0,1.1,25%[fluoresces],-10,1,4
CCOc1ccc(OCC)c(NC(=O)C2CCCN(c3nc(C)cc(C)n3)C2)c1 (configuration not stated),1,7,-1,0.0,0.98,3%,1,0.9,2
N#Cc1nc(Cc2ccccc2)oc1N1CCN(c2cccc(Cl)c2)CC1,1,7,2,-0.3,1,5%,1,0.9,10
CS(=O)(=O)N1CCN(c2ccccc2NC(=O)c2ccc(Cl)cc2)CC1,1.1,6,1,-0.1,1,9%,-3,0.9,-17
O=C(CCn1c(=O)oc2ccccc21)n1c(=O)oc2ccccc21,1,2,0,-2.0,1,6%,-11,0.9,-28
COc1ccc(F)cc1S(=O)(=O)Nc1ccc2c(c1)OCO2,1.1,9,0,-5.7,1,3%,5,0.9,-13
Cc1cccc(Nc2nc(N)nc(CN3CCN(c4ccccc4F)CC3)n2)c1,1.1,-6,-6,2.3,1,2%,7,1,-3
CCC1=C/C(=C\c2ccc3c(c2)OCO3)C(=O)S1,1.1,11,-4,-0.7,1.1,1%,0,0.9,-2
COc1ccc(N2CCN(C(=O)CN(c3ccccc3)S(C)(=O)=O)CC2)cc1,1,-1,3,-2.7,1,6%,1,0.9,-25
O=C(Nc1ccccc1C(=O)N1CCCC1)c1cccc(S(=O)(=O)N2CCCCC2)c1,1.1,6,3,-1.0,0.98,6%,-16,0.9,-21
COc1cccc(C2/C(=C(\O)c3c(C)nc4c(C)cccn34)C(=O)C(=O)N2CCCN(C)C)c1OC (configuration not stated),1.1,5,-6,-0.6,1,2%,-7,0.9,-6
Cc1ccccc1-c1nc(CN2CCC(C(=O)N3CCC(C(N)=O)CC3)CC2)c(C)o1,1,4,1,1.1,0.98,2%,-32,0.9,9
CCn1c(N2CCN(S(=O)(=O)c3ccccc3C(F)(F)F)CC2)nc2ccccc21,1,-15,8,-1.5,1,6%,1,1,-4
CC(C)(C)S(=O)(=O)c1ccc2nc3c(n2c1)CCCC3,3.9*,-3,-31,2.3,1,15%[fluoresces],0,0.9,9
Cc1ccc(NC(=O)COC(=O)CCc2c[nH]c(=O)[nH]2)cc1,1,-8,0,1.0,1,3%,12,0.9,-8
COc1ccc(C2/C(=C(/O)c3ccc4c(c3)CC(C)O4)C(=O)C(=O)N2CCN2CCOCC2)cc1 (configuration not stated),0.99,-19,0,-7.0,1.1,5%,8,0.8,-9
CC(=O)c1cccc(NC(=O)N2CCCC2C(=O)NCc2ccc(C)cc2)c1 (configuration not stated),1.1,8,4,-1.1,0.99,3%,-10,0.9,7
COc1ccccc1-c1cn(S(=O)(=O)c2ccc(C)cc2)nc1N,1,1,1,2.3,1,2%,-5,0.9,4
O=C(NCCc1ccncc1)Nc1ccccc1Cl,1,1,4,0.6,1,8%,9,1,-7
O=S(=O)(NCc1ccccn1)c1cccc2nsnc12,1,-12,3,-1.8,1,5%,15,.,-15
O=C(CSc1nnc(CNC(=O)c2ccccc2F)o1)NCC1CCCO1 (configuration not stated),1.1,5,4,-3.3,1,2%,3,1,-1
CCOc1ccc2nc(NC(=O)CSc3nc4c(c(=O)n(C)c(=O)n4C)n3C(C)C)sc2c1,1.1,-12,1,1.7,1,8%,-10,0.8,-21
CC(OC(=O)c1cccs1)C(=O)NCc1ccccc1 (configuration not stated),1.1,20,-8,-1.1,1,5%,14,0.9,-6
CCOC(=O)c1cc(C)n(Cc2ccccc2)c1C,1.1,12,6,-3.3,1,5%,28,0.9,-3
O=C(Nc1ccc2c(c1)OCO2)c1cnn2c(C(F)(F)F)cc(-c3ccco3)nc12,1.1,-22,4,2.1,1.1,3%,-19,1,5
CCCCCSc1nnc2c(n1)OC(c1cccn1C)N(C(C)=O)c1ccccc1-2 (configuration not stated),1,10,0,-2.0,1.1,5%,7,0.9,-2
C[C@H](NC(=O)NCCc1ccccc1)C(=O)O,1.1,-13,1,-0.7,1,2%,1,0.9,-12

# Ordered by number of heavy atoms (high to low): some entries from above.
SMILES,Autofluor 339,5-HT1A blocker,MMP13 inh,5HT1a ag,A340 absorber,NADH coupling,SF1 activator,TNAP act mid DEA,RORA act
Cc1ccccc1-c1nc(CN2CCC(C(=O)N3CCC(C(N)=O)CC3)CC2)c(C)o1,1,4,1,1.1,0.98,2%,-32,0.9,9
CC(=O)c1cccc(NC(=O)N2CCCC2C(=O)NCc2ccc(C)cc2)c1 (configuration not stated),1.1,8,4,-1.1,0.99,3%,-10,0.9,7
CS(=O)(=O)N1CCN(c2ccccc2NC(=O)c2ccc(Cl)cc2)CC1,1.1,6,1,-0.1,1,9%,-3,0.9,-17
CC(C)(C)S(=O)(=O)c1ccc2nc3c(n2c1)CCCC3,3.9*,-3,-31,2.3,1,15%[fluoresces],0,0.9,9
CCOC(=O)c1cc(C)n(Cc2ccccc2)c1C,1.1,12,6,-3.3,1,5%,28,0.9,-3

# (continued)
SMILES,Autofluor 339,5-HT1A blocker,MMP13 inh,5HT1a ag,A340 absorber,NADH coupling,SF1 activator,TNAP act mid DEA,RORA act
CC1=CC(C)(C)N(C(=O)CSc2nccn2C)c2cc(C)ccc21,1.1,-3,4,-0.9,1,0%,-16,0.9,-5
CCn1c(-c2ccc(N(C)C)cc2)nc2ccccc21,3.9*,9,-455[fluorescence artefact?],-4.5,1.1,6%[fluoresces],19,0.9,88*
CC(C)Oc1ccc(/C(O)=C2/C(=O)C(=O)N(CCN3CCOCC3)C2c2ccccc2)cc1 (configuration not stated),1,.,1,0.0,1.1,3%,10,0.8,-25
COc1cccc(N2C(=O)C3CC=C(Cl)CC3C2=O)c1 (configuration not stated),1.1,9,2,-3.1,1,9%,-11,0.9,-15
CN(C)c1ccc(C(=S)N2CCN(c3ccccc3)CC2)cc1,1.1,5,-10,0.9,1.1,6%,-22,0.9,28
CC1(C)Cc2cccc(OCC(=O)N3CCN(S(=O)(=O)c4ccccc4F)CC3)c2O1,1.1,-4,0,-1.6,1,7%,3,0.9,12
CCOc1ccc(C)cc1S(=O)(=O)Nc1cccnc1,1.1,-11,4,1.2,1.1,5%,12,0.2,3
O=C(c1coc2ccc(O)cc12)C1CC1,1.1,-8,3,-0.9,1,0%,2,1,5
Cc1nc2nc(-c3cccnc3)[nH]n2c(=O)c1Cc1ccccc1,1.1,5,2,-2.3,1.1,4%,-6,1,0
O=c1ccnc(S/C=C/c2ccccc2)[nH]1,1.1,14,4,2.1,1,5%,14,1,33
O=C(N1CCCCCC1)N1CCN(C(=O)N2CCCCC2)CC1,1.1,-21,-3,1.1,1.1,1%,-1,0.9,-17
Cc1nc(SCc2ccccc2)c(C(F)(F)F)c(=O)[nH]1,1.1,-10,8,2.0,1,8%,2,0.9,-10
CCc1ccc(NC(=O)CSc2nnc(Cc3cccn3C)n2-c2ccc(F)cc2)cc1,1.1,-7,4,-2.5,1,6%,-8,0.9,-7
Cc1csc(SCc2c(C(=O)O)oc3ccccc23)n1,1.1,-12,0,0.0,1,8%,-5,0.9,-10
CCOC(=O)N1CCN(C(=O)CSCC(=O)Nc2nc(-c3ccccc3)cs2)CC1,1.1,7,0,0.5,1,8%,32,.,27
CCOC(=O)C1CCCN(C(=O)c2cn(CC)c3ccc(S(=O)(=O)N4CCCC4)cc3c2=O)C1 (configuration not stated),1.1,-6,0,-2.1,1.1,3%,-9,0.9,3
C=CCn1c(SCn2nnc3ccccc3c2=O)nnc1-c1ccc(Br)cc1,1,2,2,-3.5,0.98,4%,-4,0.9,-11
CN(c1ccccc1)S(=O)(=O)c1cc(C(=O)N2CCN(c3ccccn3)CC2)ccc1Cl,1.1,-6,2,2.6,0.98,3%,0,0.9,13
COc1ccc(C(=O)c2oc3ccccc3c2N)cc1,1.5,26,-2,1.0,1.1,9%,42,1,36
CN(C)c1nc(SCCOC(=O)COc2ccc(Cl)cc2Cl)nc(N(C)C)n1,1.1,-3,2,0.6,1,4%,4,0.9,-23
CC(C)N1C[C@@]23C=C[C@@H](O2)C(C(=O)OCc2ccccc2)[C@H]3C1=O (some centres not stated),1.1,-4,-4,0.7,0.99,12%,3,1,-20
CCOC(=O)c1ccccc1NC(=O)c1ccccc1SC,1.1,20,1,1.2,1,1%,-21,0.9,7
CCC(=O)N1c2ccccc2NC2=C(C(=O)CCC2)C1c1ccc(N(C)C)cc1 (configuration not stated),1.1,-11,-4,-0.1,1.1,4%,-4,0.9,2
COCCCNC(=O)C(Cc1ccccc1)NS(=O)(=O)c1ccc2c(c1)c(=O)n(C)c(=O)n2C (configuration not stated),1.1,1,-3,-2.7,1,1%,13,0.9,-2
O=C(Nc1ccc2c(c1)OCO2)c1cccc(F)c1,1.1,-2,-7,-2.9,0.99,2%,21,0.9,52*
COc1cccc(-c2cc(C(=O)N3CCCCCC3)no2)c1,1.1,-12,-1,-3.6,0.98,1%,-3,0.8,-20
CCCN1C(=O)c2cc(C(=O)O)ccc2C1O (configuration not stated),1,-6,0,-1.6,1,6%,6,0.8,0
C=CCn1c(-c2ccc(N)cc2)nc2ccccc21,2.1*,8,-147[fluorescence artefact?],-1.5,1,1%[fluoresces],57*,0.9,38
COc1ccc(-c2nc3c(c(=O)n(C)c(=O)n3C)n2CC2CC(c3ccccc3)=NO2)cc1OC (configuration not stated),1.4,-14,-13,1.5,0.99,6%,1,0.9,10
COC(=O)c1ccc(CSc2ccc3nnc(-c4ccccn4)n3n2)o1,1.2,-14,-5,-1.8,1.1,1%,-8,0.9,6
OC(COc1ccc(OCc2ccccc2)cc1)CN1CCCCC1 (configuration not stated),1.1,7,-2,-3.4,1.1,3%,23,1,27
CCOC(=O)c1ccc(NS(=O)(=O)c2ccc3[nH]c(=O)[nH]c3c2)cc1,1.1,-10,0,1.5,1,10%,6,0.8,-4
CCC(=O)N(Cc1cc2c(C)ccc(C)c2[nH]c1=O)C1CCCCC1,1.4,-23,-7,3.8,1,5%,4,0.9,-12
Cc1nc(CN2CCCC2=NC#N)n(-c2ccccc2)n1,1.1,4,6,-4.7,1,2%,16,0.9,-10
Nc1ncnc2c1cnn2-c1ccccc1,1.1,1,-16,-2.5,1,3%,20,0.9,2
O=C(Nc1cccc(F)c1)C1CC(=O)N(c2ccc(Br)cc2)C1 (configuration not stated),1.1,1,-3,-2.8,1,5%,-12,0.9,11
O=C(O)c1ccccc1C(=O)N1CCN(c2cccc(Cl)c2)CC1,1,21,-1,3.9,0.98,9%,4,0.9,13
Cc1noc(C)c1COC(=O)c1cc(C)n(-c2ccccc2)c1C,1.1,21,-5,-1.8,1,3%,20,0.9,7
Cc1ccccc1OCC(O)Cn1c(N2CCN(c3ccccc3)CC2)nc2c1c(=O)[nH]c(=O)n2C (configuration not stated),1.1,.,4,0.9,1,4%,-7,0.9,-13
CCN1C(=O)CC(N2CCN(c3ccc(C(=O)c4ccccc4)cc3)CC2)C1=O (configuration not stated),1.1,-2,4,0.3,1.3,12%,35,1,17
